Lipid storage S3: qHTS Assay for Lipid Storage Modulators in Drosophila S3 Cells | AID 2685 | Drosophila S3 cells, BODIPY lipid droplet fluorescence, 18-24 h; cells fed with added oleic acid | hit rate 0.64% among 320,000 | lipid storage change, negative = inhibition, % at the top dose, mostly 46.1 µM; hits show Potency in µM; active = well fitted inhibition curve with a large enough effect in the signal ratio, with a control signal flat, not every such curve was filed as active; inconclusive = small, poorly fitted or top-dose-only effect, or effect the other way, or a change in a side signal; the % refers to the signal ratio
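Drosophila S3 cells loaded with oleic acid (400 uM, as added) and compounds at several concentrations; lipid droplets imaged by 488-nm laser-scanning cytometry, 500–530 nm intensity and object ratio to cell channel. Percent activity normalized to 20 uM Triacsin C.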
Lipid storage S3 cell count max: further read-out of Lipid storage S3, marked with its call; cell number change, %; measured here: cell count max response;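 cells counted by Cell Tracker Red CMTPX staining in the red channel; peak over a dose series mostly up to 46.1 µM; percent activity relative to internal control wells on each plate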
Starred values were filed as active, the others as inactive; i = inactive; ? = inconclusive; · = no result given; [ ] = remark or other dose. % is set by controls: 0 for no effect and ±100 for the full control effect; potency is the fitted concentration of half-maximal effect.

Each structure is followed by: Lipid storage S3 | Lipid storage S3 cell count max
> CC1CCN(c2ccc(/C=C(\C#N)c3nn(-c4ccccc4)c(N)c3C#N)cc2[N+](=O)[O-])CC1
 : 9.5% | 9.1
> N#C/C(=C\c1ccc[nH]1)C(=O)Nc1ccccc1Cl
 : i | -6.5
> O=C(O)CCSc1nnc(-c2cccnc2)n1-c1ccccc1
 : i | ·
> Cc1ccc(S(=O)(=O)N2CCOCC2)cc1NC(=O)COC(=O)c1ccc(OCc2c(C)noc2C)cc1
 : ? | ·
> COc1ccc(-c2c(-c3cc(OC)cc(OC)c3)n(C)c3ccc(-c4ccc(SC)cc4)cc23)cc1
 : ? | ·
> COC(=O)c1sccc1NC(=O)Cc1ccc(OC)c(OC)c1
 : ? | ·
> CCNc1nc(Oc2ccc(OC)cc2)cc(C(F)(F)F)n1
 : ? | ·
> CCn1cc(S(=O)(=O)NCCc2ccc(OC)c(OC)c2)cn1
 : -6.2% | -10.8
> O=C(NCCCN1CCOCC1)c1c(O)c2cc(Br)cc(Br)c2[nH]c1=O
 : 6.1% | -11.6
> Nc1c(-c2ccccc2)cnn1-c1cccc(Cl)c1
 : 19.9% | -19.6
> CCOC(=O)C1CCN(C(=O)Nc2ccc3nc(C)c(C)nc3c2)CC1
 : ? | ·
> CCOc1ccc(/C(O)=C2/C(=O)C(=O)N(CCOCCO)C2c2cccnc2)cc1 (centres undefined)
 : ? | ·
> COc1cccc(NC(=O)CNS(=O)(=O)c2ccc(Cl)cc2)c1
 : 2.1% | 4.6
> O=C(CCNS(=O)(=O)c1ccccc1)Nc1ccccc1
 : ? | ·
> COc1cccc(CNS(=O)(=O)c2ccc3c(c2)N(C(C)=O)CCS3)c1
 : ? | ·
> Cc1nn2cc(-c3ccc(Cl)cc3)nc2s1
 : i | -5.4
> Cc1ccc(S(=O)(=O)N2CCOCC2)cc1C(=O)Nc1ccccc1N1CCOCC1
 : -0.5% | -17.3
> O=C(Cc1ccccc1)NNC(=O)Nc1ccccc1
 : -12.5% | 10.2
> CCOC(=O)c1sc(-c2ccccc2)cc1N
 : ? | ·
> Cc1ccc(CS(=O)(=O)CCC(=O)NCCN2CCCCC2C)cc1 (centres undefined)
 : 13.8% | ·

One compound at a time (already shown):
Record of O=C(CCNS(=O)(=O)c1ccccc1)Nc1ccccc1 : Lipid storage S3: ?; Lipid storage S3 cell count max: ·
Record of COc1cccc(NC(=O)CNS(=O)(=O)c2ccc(Cl)cc2)c1 : Lipid storage S3: 2.1%; Lipid storage S3 cell count max: 4.6

Next compounds follow.
Each structure is followed by: Lipid storage S3 | Lipid storage S3 cell count max
> N/C(=N\OC(=O)COc1ccc(Br)cc1Cl)c1ccncc1
 : ? | ·
> N#Cc1ccccc1/C=C/C(=O)N1CCOCC1
 : -3.5% | 1.4
> O=C(CS(=O)(=O)c1ccc2ccccc2c1)N1CCCCCC1
 : 4.0% | 9.8
> COc1cccc(NC(=O)Nc2nnc(CC(=O)Nc3ccccc3)s2)c1
 : ? | ·
> COCCN(CCOC)S(=O)(=O)c1ccc(OC)cc1
 : ? | ·
> CN(c1ccccc1)S(=O)(=O)c1cccc(NS(=O)(=O)c2cccc(C(=O)O)c2)c1
 : 1.0% | -8.1
> CC(OC(=O)c1ccco1)C(=O)NCc1cccs1 (centres undefined)
 : -0.2% | 1.1
> O=c1c2c3c(sc2n2cnnc2n1-c1ccccc1)N(Cc1ccccc1)CCC3
 : ? | ·
> CCOc1ccc(NC(=O)CCC(=O)NNC(=O)Nc2ccc(Cl)cc2)cc1
 : 9.1% | 10.6
> O=C(c1cc(-c2cccnc2)nc2ccc(Cl)cc12)N1CCN(S(=O)(=O)c2cccs2)CC1
 : ? | ·
> O=C(CCn1c(=S)oc2ccccc21)NC1CCCCCC1
 : -2.8% | 2.6
> NCCNC[C@@H]1COC2(CCCCCCCCCCC2)O1
 : -8.6% | 6.5
> O=C(CCc1ccccc1)NNC(=O)COc1ccc([N+](=O)[O-])cc1
 : ? | ·
> CN(C)Cc1c(C(=O)N/N=C/c2cccnc2)nnn1-c1nonc1N
 : i | 1.4
> OC[C@H]1O[C@@H](n2cnc3c(Nc4ccccc4)ncnc32)[C@H](O)[C@@H]1O
 : ? | ·
> O=C(C1CCCCC1)N1CC(=O)N2CCc3ccccc3C2C1 (centres undefined)
 : ? | ·
> CCc1nc(Nc2ccc3c(c2)OCO3)c2oc3ccccc3c2n1
 : ? | ·
> CCOc1cc(/C=N/NC(=O)c2nn(C)cc2Br)ccc1OCc1ccccc1
 : ? | ·
> CCOC(=O)C1=C(C)Nc2nc(C)nn2C1c1ccc(C)cc1 (centres undefined)
 : ? | ·
> O=S(=O)(Nc1ccccc1N1CCCCC1)c1ccc(Cl)s1
 : ? | ·

Each structure is followed by: Lipid storage S3 | Lipid storage S3 cell count max
> COCCC(=O)Nc1ccc2c(c1)CN(C(=O)CSC)CC2
 : -7.8% | 11.5
> COc1ccc(-n2ncc3c2CC(C)(C)CC3NC(=O)c2ccc(OC)o2)cc1 (centres undefined)
 : 1.3% | -8.9
> O=C(O)/C=C/C(=O)N1CCN(C(=O)/C=C/C(=O)O)CC1
 : -6.7% | -6.4
> Cc1cc(C)n2cc(CSc3ncccc3C(=O)O)nc2n1
 : ? | ·
> O=C(Nc1cccc(S(=O)(=O)N2CCCCC2)c1)C1CC(=O)N(Cc2ccco2)C1 (centres undefined)
 : ? | ·
> Cc1ccc2c(C)nc(N/C(N)=N/S(=O)(=O)c3ccc([N+](=O)[O-])cc3)nc2c1
 : ? | ·
> CC(=O)Nc1nonc1-c1nc2ccccc2n1CC1CC1
 : ? | ·
> O=c1onc(-c2ccc(Cl)cc2Cl)n1-c1cccnc1
 : -4.4% | 22.8
> Cc1c2ccccc2cc[n+]1CCCS(=O)(=O)[O-]
 : ? | ·
> O=C(NCC1(c2ccccc2)CCCC1)c1ccccc1
 : ? | ·
> COc1cc(SC)ccc1C(=O)N(C)CC(=O)Nc1cccc2ccccc12
 : ? | ·
> O=C(NC1CCCCC1)c1cc(S(=O)(=O)N2CCOCC2)c(Cl)cc1Cl
 : i | 24.6
> CC(C)N(Cc1nc(-c2ccccc2)no1)C(=O)CN(C)S(=O)(=O)c1ccc(Br)cc1
 : ? | ·
> CCN(C(=O)CSc1nc2ccc([N+](=O)[O-])cc2s1)C1CCS(=O)(=O)C1 (centres undefined)
 : 19.9% | ·
> CCN(CC(=O)Nc1ccc(NC(C)=O)cc1)C(=O)/C=C/c1ccccc1
 : 7.5% | 9.8
> N#Cc1ccc(NC(=O)CN2C(=O)NC3(CCCC3)C2=O)cc1
 : ? | ·
> Cn1cnc(C(F)(F)F)c1-c1ccc([N+](=O)[O-])cc1
 : -19.5% | 15.5
> Cc1ccccc1CN1C[C@@H]2C[C@@H](c3cn(C)nc3-c3ccccc3)N3CCC[C@@]23C1=O
 : ? | ·
> CCC(C)NC(=O)CSc1ncccc1C(=O)O (centres undefined)
 : ? | ·
> COCc1nnc(NC(=O)CC(C)c2ccccc2)s1 (centres undefined)
 : -20.5% | -17.6

Each structure is followed by: Lipid storage S3 | Lipid storage S3 cell count max
> OCCNc1ncnc2c1cnn2Cc1ccccc1
 : 9.3% | 9.2
> N#Cc1ccccc1OCC(=O)Nc1cccc(S(=O)(=O)N2CCCCCC2)c1
 : i | -8.7
> Cc1ccc(C(=O)N2CCCCC2)cc1S(=O)(=O)N1CCOCC1
 : ? | ·
> COc1ccc2cc(CCNC(=O)C(C)C)c(=O)[nH]c2c1
 : ? | ·
> CN(C(=O)/C(N=Nc1cccc(C(F)(F)F)c1)=C(\O)C(F)(F)F)c1ccccc1
 : ? | ·
> CC(=O)N1CCN(C(=S)c2cccc([N+](=O)[O-])c2)CC1
 : -17.9% | ·
> CCN(c1ccccc1)S(=O)(=O)c1ccc(C(=O)N(C)CCc2ccc(OC)c(OC)c2)cc1
 : ? | ·
> S=C(c1cn(Cc2ccccc2)c2ccccc12)N1CCOCC1
 : 5.7% | 4.1
> COc1cc(C(Nc2ccc(S(=O)(=O)NCC3CCCO3)cc2)C(=O)NC(C)(C)C)cc(OC)c1OC (centres undefined)
 : ? | ·
> Cc1cc2cc(C#N)c(NCCNC(=S)NCCCN3CCOCC3)nc2cc1C
 : -25.5% | 1.5
> CC[C@@H](C)[C@H](NC(=O)OCc1ccccc1)c1nnc([C@@H](NC(=O)OCc2ccccc2)[C@@H](C)CC)o1
 : ? | ·
> COc1ccc2[nH]c3c(=O)n4c(nc3c2c1)SCC4
 : 2.2% | 10.9
> Nc1nnc(SCC(=O)OCc2ccc(Cl)c(Cl)c2)s1
 : 7.6% | -12.2
> O=C(O)CSc1nnc(Cc2ccccc2)n1-c1ccccc1
 : -7.8% | 0.7
> COc1ccc(NC(=O)/C=C/C(=O)O)c([N+](=O)[O-])c1
 : ? | ·
> CC(C)N(Cc1nc(-c2ccccc2)no1)C(=O)c1ccc([N+](=O)[O-])cc1
 : 6.8% | 7.7
> CCCCC(c1nnnn1CCOC)N1CCN(CC)CC1 (centres undefined)
 : 9.1% | 4.4
> Cc1ccc(C(=O)NCCc2ccccc2)cc1N1CCCC1=O
 : ? | ·
> COc1ccc(OC)c(-n2c(-c3cc(-c4ccccc4)n[nH]3)n[nH]c2=S)c1
 : ? | ·
> O=C(Nc1cccn(Cc2ccccc2)c1=O)NC1CCCCC1
 : -0.4% | 6.4

Each structure is followed by: Lipid storage S3 | Lipid storage S3 cell count max
> Cc1cnn(C(=O)c2cc(-c3ccccc3)nc3ccccc23)c1
 : ? | ·
> COc1ccccc1CNC(=O)COC(=O)COc1ccccc1F
 : ? | ·
> CCCOc1ccc(-c2nnn(CC(=O)c3ccc4c(c3)OCCO4)n2)cc1
 : ? | ·
> C=C(C)C(=O)N1CC2(CC(c3cccc(NC(=O)CCCCC)c3)=NO2)C[C@H]1C(N)=O (some centres undefined)
 : -6.4% | 2.2
> COC(=O)c1c(N)n(CCCN2CCOCC2)c2nc3ccccc3nc12
 : 11.1% | 3.2
> CCOC(=O)C1C(c2ccc([N+](=O)[O-])cc2)C2C(=O)NN=C2CC1(C)O (centres undefined)
 : 7.2% | ·
> C=C(C)CN(CC)C(=O)c1ccc(OC2CCN(S(=O)(=O)N(C)C)CC2)cc1
 : 8.7% | 17.5
> N#Cc1ccc(C(c2nnnn2Cc2ccccc2)N2CCCC2)cc1 (centres undefined)
 : ? | ·
> O=C1c2ccccc2NC(c2ccc(Cl)cc2Cl)N1Cc1ccccc1 (centres undefined)
 : -1.8% | 7.1
> COc1ccc(N2CCN(c3ccc(S(=O)(=O)N(C(C)C)C(C)C)cn3)CC2)cc1
 : ? | ·
> CC(C)NS(=O)(=O)c1ccc(CCC(=O)N2CCc3ccccc3C2)cc1
 : 3.2% | 10.0
> Cc1nc(C)c(C(=O)NNS(=O)(=O)c2ccccc2)s1
 : ? | ·
> COCC1CCN(C(=O)c2ccc(OC)c(OC3CCN(C(C)C)CC3)c2)CC1
 : i | 13.3
> O=C(c1cc2cc(F)ccc2[nH]1)N1CCN(Cc2ccc3c(c2)OCO3)CC1
 : ? | ·
> COc1cc(OC)cc(-c2nc(-c3cccs3)no2)c1
 : ? | ·
> O=C(Nc1cccc2ccccc12)N1CCN(Cc2ccccc2)CC1
 : ? | ·
> CCn1nc(CC(=O)Nc2nnc(CC(=O)N3CCCCC3)s2)c2ccccc2c1=O
 : ? | ·
> CCCCn1c(N)c(N(CCOC)C(=O)COC(=O)CCOc2ccccc2C)c(=O)[nH]c1=O
 : 19.8%[0.0737 µM] | ·
> CCCCN(CCCC)CCNC(=O)CN1C(=O)COc2ccc(S(=O)(=O)N3CCOCC3)cc21
 : i | -9.6
> CC1CCC(C(C)C)C(OCC(O)CNC(C)(C)C)C1 (centres undefined)
 : ? | ·

Each structure is followed by: Lipid storage S3 | Lipid storage S3 cell count max
> COc1ccc(C(=O)NC(=S)NNC(=O)c2ccncc2)cc1Br
 : ? | ·
> C=CCSc1ncccc1C(=O)NCc1ccccc1
 : 19.4% | -12.1
> C=CCc1ccccc1OCCn1nnc2ccccc21
 : -11.5% | -12.8
> Cc1cc2cc3c(cc2nc1SCC(=O)Nc1nc(C)c(C)s1)OCO3
 : ? | ·
> O=c1ccc(-c2ccccc2)nn1Cc1ccccc1F
 : ? | ·
> CC(=O)N1CCN(C(=O)CSc2nnc(C)n2-c2ccccc2)CC1
 : ? | ·
> Cc1ccc(NC(=O)Cn2nnc3ccccc32)cc1
 : 8.3% | 2.5
> CCCc1cc(=O)oc2c(C)c(OCC(=O)Nc3ccc(CN4CCOCC4)cc3)ccc12
 : i | 17.6
> C(=Nc1cccc2c(N=Cc3ccco3)cccc12)c1ccco1
 : ? | ·
> Cn1c(Cn2c3ccccc3c3ccccc32)n[nH]c1=S
 : 2.1% | -6.4
> Cc1ccc(-n2c(SCC(=O)NCC3CCCO3)nc3n[nH]c(C)c3c2=N)cc1Cl (centres undefined)
 : ? | ·
> CCN(CC)Cc1cc(NC2=NS(=O)(=O)c3ccccc32)ccc1OC(=O)C(C)C
 : -4.1% | 21.2
> Brc1ccc(-c2nc3ncccn3c2NC2CCCCC2)o1
 : ? | ·
> COC(=O)c1c(NC(=O)CSc2nnc(-c3ccco3)n2Cc2ccccc2)sc(C)c1C
 : ? | ·
> CC(C)CC(=O)NC(c1cccs1)c1ccc2cccnc2c1O (centres undefined)
 : -4.1% | -0.3
> O=S(=O)(c1ccccc1)C1(C2CC(c3ccccc3)=NO2)CC(O)C1 (centres undefined)
 : ? | ·
> CC(C)(C)c1ccc(NC(=O)COC(=O)c2ccc(CN3CCCC3=O)cc2)cc1
 : ? | ·
> CC(OC(=O)c1ccco1)C(=O)NCc1ccc2c(c1)OCO2 (centres undefined)
 : ? | ·
> Cc1ccc(CNC(=O)COC(=O)Cc2ccc(-c3ccccc3)cc2)cc1
 : 10.7% | -8.7

High-throughput results as filed in PubChem.

A portion of the library; count on the stated rates, not on these rows.
